hgDAF12 agonist – agonists of H. glycines DAF-12 nuclear receptor | HEK293 GAL4-hgDAF12 UAS-luciferase reporter, agonist luminescence; normalized to butyrate control | activation, % at 6.8 µM | actives 1.8% (n = 370,000) | AID 687014;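 active means activation above a cutoff set at the mean of all screened compounds plus 3 SD, cut at about 10% in these data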;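 further: 0% = DMSO wells and 100% = sodium butyrate wells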
hcDAF12 agonist – activators of H. contortus DAF-12 nuclear receptor; HEK293 hcDAF-12 lit1-tk-luc reporter, luminescence; 0% DMSO, 100% Δ7-dafachronic acid; activation, % at 6.8 µM; AID 652067; actives 1.4% (n = 370,000);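 active means activation above the mean of all tested compounds plus 3 SD, cut at about 5.5% in these data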;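 further: 100% = response to 3 µM Δ7-dafachronic acid high control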
PLCb3 inh – PLC-beta3 (human) inhibition, primary screen | Purified PLC-beta3, fluorogenic substrate, fluorescence | actives 0.18% (n = 370,000) | inhibition, % at 12.2 µM | AID 720704 | Q01970; in the data active means inhibition above about 11%;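 further: 0% = median of compound wells on plate and 100% = full blocker control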
SMARCA2 activ – activators of SMARCA2 function. MG213 cells, MMTV-luciferase reporter, dexamethasone, overnight. activation, % at 9.1 µM. actives 1% (n = 370,000). AID 652017; in the data active means activation above about 7.8%;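 further: 0% = vehicle wells and 100% = reference activator wells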
sPLA2-III inh – Inhibits HGIII-sPLA2 liposome hydrolysis, primary screen; Q9NZ20; QFRET BODIPY PC-A2 liposome hydrolysis, fluorescence; inhibition, % at 12.2 µM; actives 0.56% (n = 370,000);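 active means inhibition above mean plus 3 SD of compounds lying within the high and low control bounds, cut at about 19% in these data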;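 further: 0% = median of test compound wells and 100% = no enzyme DMSO wells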
GAA850 FXN act – increases GAA850 frataxin promoter reporter activity; HEK293 lucGAA850 FXN promoter luciferase reporter, 24 h; percent of 10 µM SAHA response; activation, % at 6 µM; actives 0.56% (n = 360,000); AID 540364;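 active means activation above the average of all compounds screened plus 3 SD, cutoff fixed separately per campaign, cut at about 7.5% in these data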;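 further: 0% = DMSO wells and 100% = 10 µM SAHA wells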
DAX1 inh-1 – blocks DAX1 repression of SF-1 activated StAR promoter; inhibition, % at 6.8 µM; actives 1.1% (n = 370,000); AID 652010; HEK293T StAR-luciferase reporter, SF-1/DAX-1 repression relief;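 active means inhibition above the mean over all tested compounds plus 3 SD, cut at about 3.6% in these data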;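 further: 0% = DAX-1 cells with DMSO and 100% = cells lacking DAX-1 with DMSO; higher inhibition means more luminescence from relief of DAX-1 repression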
DAX1 inh-2 – inhibitors of human orphan nuclear receptor DAX1 (NR0B1) | HEK293 Gal4-DAX1 luciferase reporter, luminescence | inhibition, % at 6.75 µM | actives 0.99% (n = 340,000) | AID 504766;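 active means inhibition above the mean over all tested compounds plus 3 SD, cut at about 4.2% in these data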;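 further: 0% = DAX1-transfected cells with DMSO and 100% = empty-vector control cells with DMSO; inhibition shows as a rise in luminescence from relieved DAX1 repression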
Target sequence (P51843 207-470 limits assumed): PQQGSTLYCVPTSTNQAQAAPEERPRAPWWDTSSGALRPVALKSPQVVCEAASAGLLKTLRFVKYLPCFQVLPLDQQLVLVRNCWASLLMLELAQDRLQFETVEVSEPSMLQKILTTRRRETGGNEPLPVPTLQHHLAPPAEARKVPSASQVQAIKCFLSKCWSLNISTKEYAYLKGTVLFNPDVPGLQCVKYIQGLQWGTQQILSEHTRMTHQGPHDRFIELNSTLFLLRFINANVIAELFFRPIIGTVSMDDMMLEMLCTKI
PG9 Ab binder – PG9 antibody binding by small molecule. TR-FRET gp120-PG9 antibody binding. inhibition, % at 6.7 µM. actives 0.43% (n = 360,000). AID 624416; in the data active means inhibition above about 8.5%
ssDAF12 agonist – activators of S. stercoralis DAF-12 nuclear receptor; HEK293 ssDAF-12/GRIP1 lit1-tk-luc reporter, luminescence; % of 3 µM dafachronic acid response; activation, % at 6.8 µM; actives 1% (n = 370,000); AID 652126;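 active means activation above the mean over all tested compounds plus 3 SD, cut at about 0.9% in these data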;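 further: 0% = DMSO-only wells and 100% = 3 µM delta7-dafachronic acid wells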
Rev-erbA mod – modulators of human Rev-erb alpha DNA binding. AID 1259318. Rev-erbα–FITC-DNA binding, fluorescence polarization, 90 min. activity, % at 10 µM. actives 0.79% (n = 370,000);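 active means activity above about 14%, limit read from the data; passing the limit was not always enough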;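 further: 0% = DMSO wells with 35 nM protein and 100% = DMSO wells with 750 nM protein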
Target sequence (P20393 whole entry, looked up): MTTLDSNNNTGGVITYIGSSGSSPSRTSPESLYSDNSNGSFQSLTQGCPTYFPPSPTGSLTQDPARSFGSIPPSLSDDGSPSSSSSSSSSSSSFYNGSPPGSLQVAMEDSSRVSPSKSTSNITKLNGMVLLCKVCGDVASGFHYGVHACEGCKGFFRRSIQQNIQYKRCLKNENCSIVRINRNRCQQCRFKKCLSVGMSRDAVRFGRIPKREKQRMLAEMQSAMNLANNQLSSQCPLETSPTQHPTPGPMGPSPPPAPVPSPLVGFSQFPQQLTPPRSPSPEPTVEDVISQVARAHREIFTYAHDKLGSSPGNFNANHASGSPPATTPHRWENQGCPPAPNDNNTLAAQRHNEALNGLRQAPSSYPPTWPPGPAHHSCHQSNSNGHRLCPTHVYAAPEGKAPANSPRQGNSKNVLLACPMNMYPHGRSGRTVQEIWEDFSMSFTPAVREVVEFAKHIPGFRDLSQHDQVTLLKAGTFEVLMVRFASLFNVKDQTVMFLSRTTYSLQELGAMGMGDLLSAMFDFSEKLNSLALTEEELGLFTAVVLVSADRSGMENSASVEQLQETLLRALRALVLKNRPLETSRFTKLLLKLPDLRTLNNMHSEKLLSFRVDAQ
The depositor's hits bear a star; nt = no result given.

SMILES	PG9 Ab binder	hcDAF12 agonist	GAA850 FXN act	hgDAF12 agonist	sPLA2-III inh	DAX1 inh-1	Rev-erbA mod	PLCb3 inh	SMARCA2 activ	ssDAF12 agonist	DAX1 inh-2
COc1cccc(NC(=O)CN(C)C(=O)c2cccc(S(=O)(=O)N3CCN(c4ccccc4)CC3)c2)c1	-3.8	-3.1	-2.5	-2.8	-5	1.2	-2	-3	5	-0.8	-1.3
CCc1noc(C)c1C(=O)Nc1nc(-c2ccc(Cl)cc2Cl)c(C)s1	4.1	-1.1	-0.3	0.2	1	-0.4	32*	-3	-4	-0.4	-0.5
Fc1ccc(COc2ccc(-c3nnco3)cc2)cc1	-1.1	1.5	0.9	8.6	2	-0.4	-7	-4	1	-0.5	nt
CCc1n[nH]c(=S)n1/N=C/c1ccc2c(c1)OCO2	-2.8	-1.4	-0.1	-0.1	5	0.1	2	1	4	-1.1	4.8*
C/C(=C/C(=O)O)C(=O)Nc1cccc(C(F)(F)F)c1	-1.4	0.8	3.4	-2.1	-2	-0.4	-1	1	5	-0.8	0.7
O=C(Nc1ccc(Oc2ccccc2)nc1)C1CCCCN1Cc1ccco1 (centres undefined)	-0.1	1.5	-2.5	1.1	-8	-2.9	0	-5	-1	-0.6	-1.1
CN(C)S(=O)(=O)c1ccc(N2CCCC2)c(C(=O)NNC(=O)c2ccccc2)c1	-0.4	-1.4	0.5	-0.6	11	-1.2	-6	-8	2	-1.5	-0.1
Cc1ccc(S(=O)(=O)N[C@@H](Cc2ccccc2)C(=O)CCl)cc1	-0.4	-2.4	6.8	-8.3	-39	-2.1	8	2	-5	-1.0	-1.5
COc1ccc(Cn2nnc(C(=O)Nc3ccc(F)cc3)c2N)cc1	-0.4	0.5	3.3	1.2	4	-0.8	8	6	-5	-0.2	-0.1
O=C(COC(=O)c1cccc(N2C(=O)c3ccccc3C2=O)c1)Nc1ccccc1	-1.4	-2.7	1.3	3.2	1	0.1	-5	-1	-2	-0.3	-0.7
CCOc1ccc(Br)cc1/C(C)=N\NC1=NCCN1	-0.8	-3.2	-6.1	-3.9	4	-4.4	-7	0	-3	-2.2	-2.9
COc1ccc(-c2[nH]ncc2CN(C)Cc2ccccn2)c(OC)c1	0.5	0.4	0.9	-1.9	3	-0.3	1	-5	3	-0.8	0.0
CC(NC(=O)COc1ccccc1)C(c1cccs1)N1CCCC1 (centres undefined)	1.3	-1.6	4.6	-1.1	12	0.6	2	-6	-1	-1.6	-1.1
Cc1ccccc1NC1=NC2(CCCC2)N=C(N)N1	0.8	-1.8	0.2	-0.1	9	0.1	-5	3	-1	-1.0	-0.2
C=CCOCC(O)Cn1c(N2CCCC2)nc2c1c(=O)n(C)c(=O)n2C (centres undefined)	0.8	-0.6	1.7	-0.1	0	-0.1	-1	-6	-1	-1.5	0.3
CCC(=O)N(CCC1(C(C)C)CCOC(C)(C)C1)C(C)c1cccs1 (centres undefined)	1.7	-1.4	-1.1	-0.7	5	-0.1	-6	-15	-3	-0.8	0.7
CCN(CC)c1ccc2nc3ccc(N)cc3[n+](-c3ccccc3)c2c1	-30	-5.3	-8.0	-14	19	-10	-8	-34	-8	-2.7	-2.5
CCOc1ccc(NC(=O)NCCN2C(C)CCCC2C)cc1 (centres undefined)	1.4	-0.9	0.5	-0.9	4	0.2	-1	2	-4	0.0	0.7
O=Cc1cc2ccccc2nc1SCc1ccc(Cl)cc1	1.1	0.3	4.8	-2.6	2	1.8	0	0	2	-0.4	1.6
CCOC(=O)c1ccc(N2C(=O)CC(N3CCC(C(=O)OCC)CC3)C2=O)cc1 (centres undefined)	-0.3	0.9	1.8	1.8	-2	-0.5	-2	6	-3	-0.9	1.4
COC(=O)c1nc(NC(=O)c2ccc(C(C)(C)C)cc2)n[nH]1	0.1	-0.5	-0.1	-1.1	4	0.8	4	-4	2	-1.6	-2.2
CCCn1nnnc1SCC(=O)NC1CCCC1	-1.9	0.3	0.5	0.2	3	-0.2	-4	-3	2	-0.2	0.1
O=C(Nc1nccs1)c1cn(-c2ccccc2)nc1-c1ccccc1	0.6	-1.9	-2.0	1.5	-3	-2.0	-5	-1	-1	-1.4	0.2
CC1CC(C)CN(C(=O)COC(=O)c2cccc(S(=O)(=O)N(C)c3ccccc3)c2)C1 (centres undefined)	-0.1	0.4	1.8	1.1	-7	-1.2	-5	-5	-3	-1.6	-0.3
COCCN1C(=O)CN(S(C)(=O)=O)CC1(C)C(=O)NC(C)C (centres undefined)	1.0	0.0	nt	1.3	3	-0.8	8	-2	-2	-0.8	nt
CCN(C[C@H]1[C@@H](c2ccc(C3=CCCC3)cc2)[C@H](CO)N1Cc1ccccn1)S(=O)(=O)c1ccccc1[N+](=O)[O-]	nt	0.3	nt	-2.5	-7	-1.8	4	-12	-3	-0.5	nt
COc1cc(-c2nc(-c3cccc(C(F)(F)F)c3)no2)cc(OC)c1OC	2.1	-1.2	0.2	-1.5	-1	-0.7	2	1	-4	-1.4	1.6
O=C(OC1CCOC1=O)c1cccc(S(=O)(=O)N2CCc3ccccc3C2)c1 (centres undefined)	0.1	0.8	1.8	2.3	7	2.0	-7	-2	-5	-1.3	0.1
Nc1nonc1-n1nnc(C(=O)N/N=C/c2ccccc2)c1CN1CCc2ccccc21	-2.1	1.1	1.3	-0.2	6	-0.1	3	-16	-4	-1.8	-0.2
CC12CCC(C(S(=O)(=O)Nc3ccccc3)C1=O)C2(C)C (centres undefined)	0.8	-0.5	-1.2	-1.3	-6	1.1	-2	4	-2	-0.2	-0.6

Some of these compounds in order of formula weight, rising.
SMILES	PG9 Ab binder	hcDAF12 agonist	GAA850 FXN act	hgDAF12 agonist	sPLA2-III inh	DAX1 inh-1	Rev-erbA mod	PLCb3 inh	SMARCA2 activ	ssDAF12 agonist	DAX1 inh-2
Fc1ccc(COc2ccc(-c3nnco3)cc2)cc1	-1.1	1.5	0.9	8.6	2	-0.4	-7	-4	1	-0.5	nt
C/C(=C/C(=O)O)C(=O)Nc1cccc(C(F)(F)F)c1	-1.4	0.8	3.4	-2.1	-2	-0.4	-1	1	5	-0.8	0.7
CCc1n[nH]c(=S)n1/N=C/c1ccc2c(c1)OCO2	-2.8	-1.4	-0.1	-0.1	5	0.1	2	1	4	-1.1	4.8*
O=Cc1cc2ccccc2nc1SCc1ccc(Cl)cc1	1.1	0.3	4.8	-2.6	2	1.8	0	0	2	-0.4	1.6
CCOc1ccc(Br)cc1/C(C)=N\NC1=NCCN1	-0.8	-3.2	-6.1	-3.9	4	-4.4	-7	0	-3	-2.2	-2.9
COCCN1C(=O)CN(S(C)(=O)=O)CC1(C)C(=O)NC(C)C (centres undefined)	1.0	0.0	nt	1.3	3	-0.8	8	-2	-2	-0.8	nt
CCOC(=O)c1ccc(N2C(=O)CC(N3CCC(C(=O)OCC)CC3)C2=O)cc1 (centres undefined)	-0.3	0.9	1.8	1.8	-2	-0.5	-2	6	-3	-0.9	1.4
Nc1nonc1-n1nnc(C(=O)N/N=C/c2ccccc2)c1CN1CCc2ccccc21	-2.1	1.1	1.3	-0.2	6	-0.1	3	-16	-4	-1.8	-0.2

Following part
SMILES	PG9 Ab binder	hcDAF12 agonist	GAA850 FXN act	hgDAF12 agonist	sPLA2-III inh	DAX1 inh-1	Rev-erbA mod	PLCb3 inh	SMARCA2 activ	ssDAF12 agonist	DAX1 inh-2
COc1ccc(CN(C)C(=O)Cn2ccc(NC(=O)OCc3ccccc3)nc2=O)cc1OC	0.7	-1.2	0.8	2.5	3	-0.3	1	2	1	-1.1	0.4
CCOc1ccc(CCNC(=O)c2cccc(NC3=NC4CS(=O)(=O)CC4S3)c2)cc1 (centres undefined)	-2.1	-2.5	0.7	2.1	2	0.8	-2	4	3	-1.3	1.5
COc1ccc(CSc2nc3nc(C)cc(C)n3n2)cc1F	-1.6	-1.8	1.0	-1.8	1	-0.2	-1	-4	-1	-1.6	0.4
Cc1noc(C)c1COc1ccc(C(=O)OC(C)C(=O)Nc2ccc(N3CCOCC3)cc2)cc1 (centres undefined)	-2.0	-1.1	0.2	1.5	4	0.0	-2	0	0	-0.9	-0.9
Cc1ccc(-n2ncc(C#N)c2/N=C/N2CCCCCC2)cc1	-2.5	-1.9	3.6	-2.5	6	0.3	1	4	-1	-1.6	-0.2
COc1cc(O)c(C(CCN2CCCC(C)C2)c2ccc(N(C)C)cc2)c(OC)c1 (centres undefined)	-6.0	0.9	-4.5	3.0	15	1.1	-2	-3	1	-1.3	2.4
Cn1c(N)c(C(=O)COC(=O)CSc2ccccc2)c(=O)n(C)c1=O	-2.5	-1.9	4.0	0.6	-7	0.2	2	3	-1	-0.8	8.5*
C/C=C(/C)C(=O)O[C@@H]1Cc2c(ccc3ccc(=O)oc23)OC1(C)C	1.7	-0.1	-1.8	0.3	2	-0.5	-2	-18	-1	-1.1	2.9
COc1ccc(-c2cc(C)no2)cc1S(=O)(=O)N1CCOc2ccc(Cl)cc21	1.6	0.2	2.4	1.6	4	1.6	1	-7	-1	-1.6	-0.5
CC(C)(C)n1ncc2c(=O)n(CC(=O)Nc3ccc4c(c3)OCO4)cnc21	1.3	-1.4	-1.3	-1.8	0	-0.8	1	4	1	-0.8	0.1
O=C1NC(=O)C2(CCCc3c([N+](=O)[O-])cccc32)N1 (centres undefined)	-1.1	0.4	-1.7	0.1	10	0.4	2	1	-1	-1.5	0.8
COc1cc(S(=O)(=O)NCc2ccc3c(c2)OCO3)ccc1Cl	0.7	-1.8	0.0	0.5	-13	-0.3	2	-2	0	-1.0	1.0
COC1C=CC(CNC(=O)c2cc3c(=O)n4cccc(C)c4nc3n2C)(OC)O1 (centres undefined)	0.4	0.5	2.9	-1.5	8	-0.3	-2	-303	-5	-1.0	0.2
Cc1cccc(C)c1NC(=O)NC1(C(=O)N2CCN3CCCC3C2)CCCCC1 (centres undefined)	1.1	-0.6	0.7	-0.4	3	-0.1	-3	-7	3	-1.0	-0.2
CCc1ccc(C(=O)OCC(=O)N(CC)c2c(N)n(Cc3ccccc3)c(=O)[nH]c2=O)cc1	1.8	-0.9	-1.2	-2.6	7	2.0	-1	-5	-1	-1.4	-0.4
CCNC(=O)c1c(C)nc2ccccn12	-0.6	0.4	-0.5	-0.2	6	0.2	0	0	-1	-1.6	0.6

Source: PubChem BioAssay (several laboratories)
